Screens deposited in PubChem BioAssay by The Scripps Research Institute Molecular Screening Center.
FBW7 activator: activators of human E3 ligase FBW7. Q969H0. AlphaScreen FBW7–phospho-cyclin E peptide binding, activator screen. 650,000 compounds, 0.13% hits. normalized activity (activation), % at 26.1 µM. AID 1259310; in the data active = normalized activity above about 1.9%;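 note: purified mutant Fbw7 with reduced substrate affinity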
TEAD-YAP inh: TEAD-YAP interaction inhibition. inhibition, % at 9.12 µM. 640,000 compounds, 1.4% hits. AID 1259422. HEK-TIYL cells, TEAD-Gal4/YAP UAS-luciferase luminescence; in the data active = inhibition above about 32%;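 note: 0% = median of test compound wells and 100% = reference inhibitor wells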
GPR151 ag: human GPR151 activation. Q8TDV0. PathHunter beta-arrestin GPR151 cells, luminescence. activation, % at 11.2 µM. 650,000 compounds, 1% hits; in the data active = activation above about 4.9%;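 note: 0% = median of compound wells and 100% = cells with positive control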
Target sequence (Q8TDV0 whole entry, looked up): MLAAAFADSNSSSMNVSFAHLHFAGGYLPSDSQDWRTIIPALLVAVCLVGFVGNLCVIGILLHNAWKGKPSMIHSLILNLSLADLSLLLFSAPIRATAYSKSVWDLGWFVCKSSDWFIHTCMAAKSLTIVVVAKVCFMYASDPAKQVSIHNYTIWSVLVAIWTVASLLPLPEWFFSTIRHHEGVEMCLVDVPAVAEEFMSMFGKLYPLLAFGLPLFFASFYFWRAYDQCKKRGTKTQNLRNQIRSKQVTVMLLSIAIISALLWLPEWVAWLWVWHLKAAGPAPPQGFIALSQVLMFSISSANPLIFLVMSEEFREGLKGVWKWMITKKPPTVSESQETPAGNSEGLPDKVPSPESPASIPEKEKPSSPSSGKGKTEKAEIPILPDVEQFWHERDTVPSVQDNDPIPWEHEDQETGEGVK
MITF primary: inhibitors of human MITF; O75030; AlphaScreen MITF homodimerization, bead proximity signal; inhibition, % at 2.6 µM; 650,000 compounds, 0.91% hits; AID 1259374; in the data active = inhibition above about 50%;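 note: 0% = vehicle wells with protein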
Target sequence (O75030 whole entry, looked up): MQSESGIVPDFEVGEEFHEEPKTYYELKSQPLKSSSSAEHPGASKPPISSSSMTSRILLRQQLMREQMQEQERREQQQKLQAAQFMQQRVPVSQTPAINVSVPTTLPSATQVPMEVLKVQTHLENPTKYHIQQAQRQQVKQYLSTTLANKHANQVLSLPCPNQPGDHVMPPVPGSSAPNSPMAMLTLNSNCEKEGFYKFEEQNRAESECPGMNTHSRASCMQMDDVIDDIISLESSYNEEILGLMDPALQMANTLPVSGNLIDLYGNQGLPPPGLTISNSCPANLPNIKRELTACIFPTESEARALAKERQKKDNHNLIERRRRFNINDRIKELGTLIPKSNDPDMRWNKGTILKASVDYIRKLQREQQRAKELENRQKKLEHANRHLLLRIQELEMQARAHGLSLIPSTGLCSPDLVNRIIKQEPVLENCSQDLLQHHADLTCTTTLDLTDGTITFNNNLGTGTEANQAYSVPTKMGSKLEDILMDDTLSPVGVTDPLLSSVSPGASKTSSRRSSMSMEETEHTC
Active calls of the source: *; & = joins results of further samples.

Compound	FBW7 activator	TEAD-YAP inh	GPR151 ag	MITF primary
CCOC(=O)CNS(=O)(=O)c1cc(-c2nnc(Nc3ccc4c(c3)OCO4)c3ccccc23)ccc1C	0.5	9	-1.2	24
CCOC(=O)c1c(NC2=NS(=O)(=O)c3ccccc32)sc2c1CCCC2	-0.1	1	3.5	12
CCCC1(C2CCN(C(=O)CCC(C)C)CC2)NC(=O)N(CCC2CCCN2C)C1=O (centres undefined)	0.0	3	0.4	17
Cc1ccc(C(=O)Nc2ccccc2CO)cc1[N+](=O)[O-]	-0.1	-21	-3.5	-6
COc1ccc(-n2nc(C(=O)NCc3ccccc3OC)c3ccccc3c2=O)c(OC)c1	0.1	10	-1.1	-5
CC(=NCc1ccc(F)cc1)c1c(C)[nH]n(-c2ccc(Br)cc2Br)c1=O	-0.1	-4	0.1	0
O=C1c2c(Cl)c(Cl)c(Cl)c(Cl)c2C(=O)N1c1ccc(CCc2nc3ccccc3o2)cc1	0.7	8	-0.3	2
COc1ccc(-n2cc(-c3ccccc3)c3c(NCC(C)C)ncnc32)cc1	0.7	0	-0.2	6
O=C(Cn1c2ccccc2c(=O)c2ccccc21)NCc1cc(C(F)(F)F)ccc1F	-0.1	0	0.1	-8
Cc1ccc(NC(=O)c2cc(S(=O)(=O)N(C)Cc3ccccc3)ccc2F)cc1F	0.1	-1	-0.3	1
O=C(O)C(Cc1ccccc1)N1C(=O)c2ccccc2C1=O (centres undefined)	0.1	2	-0.3	-3
O=C1c2ccccc2C(=O)N1c1ccc(OCC(O)COc2cccc3ccccc23)cc1 (centres undefined)	0.6	8	1.0	22
O=C(NC1CC(O)c2sccc21)C(F)(F)F (centres undefined)	-0.1	0	-1.5	4
C=CCOC(=O)/C(C#N)=C/c1ccc(OCC(=O)O)cc1	0.0	-3	-2.0	-8
Cc1nn(C2CCS(=O)(=O)C2)c(Cl)c1/C=C/C(=O)O (centres undefined)	0.1	3	-0.2	9
O=C(CCN1CCc2ccccc2C1)c1ccc2c(c1)OCCO2	-0.1	10	0.3	0
O=C1CCCC2=C1C(Cc1ccccc1)C1=C(CCCC1=O)O2	0.8	2	0.7	12
O=C(O)c1cc(S(=O)(=O)Nc2ccc(O)cc2)ccc1O	0.0	-2	0.8	4
Brc1ccc(C2C3CC=CC3c3cc(Br)cc4c3N2CC2CC=CC42)cc1 (centres undefined)	0.1	0	1.6	0
COc1ccc(C)cc1NC(=O)c1c(O)c2ccccc2[nH]c1=O	0.1	-1	0.4	8
CCn1cc(CNC(=O)NC2CCCCC2)c(C)n1	0.1	-5	4.0	12
O=C(c1cnsc1)N1CCC(c2ccncc2)CC1	0.0	-7	0.7	0
COc1cc2c(cc1NC(=O)c1ccc(Br)o1)oc1ccccc12	0.0	-15	0.9	-22
Clc1cc2c(c(Cn3c4ccccc4c4nc5ccccc5nc43)c1)OCOC2	-0.1	3	0.6	1
CCCNC(=O)Cn1c(=O)oc2ccccc21	0.0	-7	-0.6	8
CC1=NN(C(=O)CC#N)C(C)(NNC(=O)CC#N)C1 (centres undefined)	0.7	7	0.9	16
CCOc1ccccc1NC(=O)c1c(NC(=O)C23CC4CC(CC(C4)C2)C3)sc2c1CCCC2	0.0	3	1.1	-7
Cc1ccc(/C=C(\C#N)C(=O)Nc2ccc(Br)cc2)o1	0.9	-38	-0.7	4
O=S(=O)(c1cccc2nsnc12)N1CCc2ccccc2C1	-0.1	8	-0.1	2
CCNC(=O)Cn1c(CO)cnc1SCc1cccc(Cl)c1	-0.2	-4	2.5	-4
CC(C)(C)NC(=O)C(c1ccccc1)N(CC1CCCO1)C(=O)C(=O)NC1CCCC1 (centres undefined)	0.0	-7	0.4	-4
CCc1c(C(=O)N/N=C/c2ccc(F)cc2)nnn1-c1nonc1N	0.1	5	-1.7	14
COCCNC(=O)CCCc1nnc2n3nc(-c4ccccc4)nc3c3ccccc3n12	0.1	4	2.1	7
Cc1ccc(S(=O)(=O)CCC(=O)Nc2ccc(Br)cc2F)cc1	0.0	12	1.1	4
Cc1ccc(S(=O)(=O)N2CCC(n3nnc4cc(F)ccc43)CC2)cc1Cl	0.1	6	1.6	18
Cc1cc(C)nc(NNC(=O)c2cccnc2)n1	-0.2	5	0.2	-7
Cc1cccc(CNC(=O)CC2C(=O)NCCN2Cc2ccccc2C)c1 (centres undefined)	-0.2	14	0.2	12
O=C(c1cc(-c2ccc(O)cc2)on1)N1CCN(c2ccc(F)cc2)CC1	-0.1	6	2.7	0
O=C(O)CCCc1ccccc1	0.0&0.1	10	3.4&-0.9	3&-1
Cc1ccc(C(=O)N2CCN(c3ccccc3)CC2)o1	0.1	-5	3.5	-4

Quoted at random: 7 records from the list.
Compound	FBW7 activator	TEAD-YAP inh	GPR151 ag	MITF primary
O=C(c1cc(-c2ccc(O)cc2)on1)N1CCN(c2ccc(F)cc2)CC1	-0.1	6	2.7	0
Cc1ccc(C(=O)N2CCN(c3ccccc3)CC2)o1	0.1	-5	3.5	-4
Cc1ccc(S(=O)(=O)N2CCC(n3nnc4cc(F)ccc43)CC2)cc1Cl	0.1	6	1.6	18
COCCNC(=O)CCCc1nnc2n3nc(-c4ccccc4)nc3c3ccccc3n12	0.1	4	2.1	7
Cc1cccc(CNC(=O)CC2C(=O)NCCN2Cc2ccccc2C)c1 (centres undefined)	-0.2	14	0.2	12
Cc1cc(C)nc(NNC(=O)c2cccnc2)n1	-0.2	5	0.2	-7
O=C(O)CCCc1ccccc1	0.0&0.1	10	3.4&-0.9	3&-1

(list continues)
Compound	FBW7 activator	TEAD-YAP inh	GPR151 ag	MITF primary
O=C(CNC(=O)COc1ccccc1)NCCc1ccccn1	0.0	-6	2.6	0
O=C(COc1ccccc1)NCC(=O)N/N=C/c1ccc(Br)cc1	0.0	18	0.4	-10
CCCNC(=O)c1cc(N2CCOCC2)nc2ccccc12	-0.1	3	-2.7	0
Cc1ccccc1CS(=O)(=O)CC1Nc2cc(C(=O)NCc3ccccc3)ccc2NC1=O (centres undefined)	0.0	-11	0.5	2
Cc1ccc(N(CC(N)=O)S(=O)(=O)c2ccc(Cl)cc2)cc1C	-0.1	-1	1.2	7
Cc1ccc(Nc2nc(N)nc(C3CCCC3=O)n2)c(C)c1 (centres undefined)	-0.1	6	0.5	-19
Cc1ccnc(NC(=O)c2cc([N+](=O)[O-])cc([N+](=O)[O-])c2)c1	-0.2	-5	-0.4	-3
CC(C)(C)c1ccc(OCC(=O)Nc2cccnc2)c(Br)c1	0.4	-80	0.7	10
O=S(=O)(CCc1ccccc1)NCC1(c2ccc(F)cc2)CC1	-0.1	6	4.2	3
Cc1ccc(/C(O)=C2/C(=O)C(=O)N(CCN(C)C)C2c2ccc(F)cc2)cc1 (centres undefined)	0.3	11	-0.5	17
COc1cc(/C=N/NC(=O)COc2cccc(Cl)c2)cc(OC)c1O	0.1	-4	0.8	12
CCOC(=O)c1nn(-c2ccc(C)cc2)c(=O)c2c(NC(=O)C(C)(C)C)scc12	-0.2	0	-0.5	-3
CCOC(=O)c1ccc(NC(=O)CCCC(=O)O)cc1	0.0	4	0.0	9
CCN1CCN(Cc2coc3ccc(C)cc3c2=O)CC1	0.1	-4	-0.1	14
C[C@@H]1NC(=O)[C@@H]2C[C@H](NC(=O)c3ccc4ccccc4c3)CN2C1=O	-0.1	-3	0.9	0
N#C/C(=C(/O)C(Cl)c1ccccc1)c1nc2ccccc2c(=O)[nH]1 (centres undefined)	0.0	2	0.2	8
CCCCN(CC)S(=O)(=O)c1ccc(F)c(C(=O)Nc2ccc(Br)cc2F)c1	0.5	-2	-2.0	8
COc1ccc(NC(C)C(=O)N/N=C/c2ccc(N(C)C)cc2)cc1 (centres undefined)	-0.1	2	2.4	13
O=C1CCCN1c1ccc(S(=O)(=O)NCCc2ccc(Cl)cc2)cc1	0.0	3	0.6	-8
COc1ccc(S(=O)(=O)N2CCC(CO)(CC3CCCCO3)CC2)cc1OC (centres undefined)	-0.1	1	0.8	-20
Cc1ncc(CN2CCCC(CNC(=O)c3cccc4ccccc34)C2)s1 (centres undefined)	-0.1	1	-0.8	2
CCOc1ccccc1NC(=O)NC(=O)N(C)S(=O)(=O)c1ccc(C)cc1	-0.1	1	0.1	-7
CC(=O)c1ccc(S(=O)(=O)N2CCOCC2)cc1	-0.1	0	0.9	0
O=[N+]([O-])c1ccccc1S(=O)(=O)N1CCn2c(nc3ccccc32)C1	-0.2	-16	1.5	-4
COC(=O)c1cccc(NC(=O)/C=C/c2ccc3c(c2)OCO3)c1	0.0	-11	-1.7	13
Cc1c(N/N=C(\C#N)C(=O)Nc2cccc(C(F)(F)F)c2)c(=O)n(-c2ccccc2)n1C	-0.2	14	-0.8	9
COc1ccc(-c2noc(CC(=O)N(C)Cc3ccco3)n2)cc1	0.0	-4	4.4	3
Cc1ccc(C2=NS(=O)(=O)N(C)C(C(=O)NCc3ccccc3)=C2)cc1	0.6	-8	1.0	24
CCCCOc1ccc(C(=O)N/C(=C\c2ccc(Br)cc2)C(=O)Nc2ccc(Br)cc2)cc1	0.1	2	0.2	8
O=C(O)CC(CNS(=O)(=O)c1cccc2nsnc12)c1ccccc1 (centres undefined)	0.0	0	-0.6	2
O=C(Nc1ccccc1NC(=O)NC1CCCCC1)NC1CCCCC1	0.1	-11	0.0	6
COc1ccc(C(C)(C)C)cc1NC(=O)Nc1ccc2c(c1)OCO2	-0.2	-10	1.5	-7
CCOC(=O)C1=CN(c2ccc(C)c(C)c2)C=C(C(=O)OCC)C1c1cccc(Cl)c1	0.0	-1	1.0	2
O=C(N/N=C/c1cc(O)ccc1[N+](=O)[O-])c1ccc2c(c1)OCCO2	-0.1	-10	1.2	-5
CCOc1cc(/C=C2/C(=N)N3N=C(CC(C)C)SC3=NC2=O)ccc1OCCOc1cc(C)ccc1C	0.0	16	-0.4	8
O=C1CCCC2=C1C(c1ccc(OC(F)F)cc1)C1=C(CCCC1=O)N2	0.4	12	0.6	20
COCC1CCCN(c2nc3nonc3nc2N2CCCCCC2)C1 (centres undefined)	-0.3	6	-0.4	0
CCC(=O)Oc1cccc(N2C(=O)c3cccc([N+](=O)[O-])c3C2=O)c1	0.5	-10	1.3	4
O=C1CCCC(=O)N1c1ccc(NCCOCCO)c([N+](=O)[O-])c1	0.0	-4	2.5	9
COc1ccc(CCNC(=O)C(F)(F)F)cc1OC	0.4	13	-0.8	4
CN(C)c1ccc(/C=N/NC(=O)CCC(=O)NCc2ccccc2)cc1	0.0	7	-0.9	8
CC(=O)c1cccc(NS(=O)(=O)c2cc(OCC(N)=O)c(C)cc2Cl)c1	-0.1	8	-1.1	-25
O=C(NCCc1ccccc1)c1ccc2nc(N3CCOCC3)sc2c1	-0.2	-9	-1.4	8
COc1cc(C(=O)Oc2cccc3ccc(C)nc23)ccc1OCc1ccc(Cl)cc1	-0.2	1	-2.4	-7
CCOC(=O)c1c(NC(=O)c2ccc(S(=O)(=O)N3CCOCC3)cc2)sc2c1CCCCC2	0.2	1	-0.5	3
CC(C)CN1C(=O)CCC1CCNCc1cc2c(cc1Cl)OCO2 (centres undefined)	0.2	11	-0.4	18
O=C(/C=C/c1cccc(F)c1)N1CC[C@H]2[C@H](CCC(=O)N2Cc2cccc(F)c2)C1	0.1	10	-0.9	-5
CCc1ccc(NS(=O)(=O)c2ccc(Br)s2)cc1	-0.1	12	0.1	-18
CCN1C(=O)CC(CC(=O)N2CCn3cccc3C2C)(c2ccccc2C)C1=O (centres undefined)	0.0	-5	-0.9	6
COC(=O)c1c(NC(=O)c2cn(C)nc2C)sc2c1CCC(C(C)(C)C)C2 (centres undefined)	1.0	-2	1.2	10
CCN1CCN(Cc2c(NC(=O)c3ccco3)sc(C)c2C)CC1	-0.1	16	1.7	4
O=C(Nc1nncs1)C(Cc1ccccc1)N1C(=O)c2ccccc2C1=O (centres undefined)	-0.7	-5	1.2	5
COc1ccc(C(=O)N(C)C(C)c2nccs2)cc1OC1CCN(C(C)=O)CC1 (centres undefined)	-0.1	1	0.1	-3
COCCNC(=O)/C(=C/c1cccc([N+](=O)[O-])c1)c1ccccc1	0.1	-3	1.3	1
CC1CC(C)(C)NC(=S)N1CCC(=O)NCCc1ccc(S(N)(=O)=O)cc1 (centres undefined)	0.1	-2	0.3	8
COc1ccc(OC)c(NC(=O)C/C(C)=N/NC(C)=O)c1	0.3	3	-0.6	23

More results.
Compound	FBW7 activator	TEAD-YAP inh	GPR151 ag	MITF primary
O=C(CSc1ccc(Cl)cc1)NNC(=O)c1ccc(O)cc1	0.0	-5	1.3	-1
Cc1nn(-c2ccc(N3CCN(C(=O)c4cccc(F)c4)CC3)nn2)c(C)c1C	-0.1	14	-0.6	-15
O=C(c1ccccc1Br)N(NC1=NS(=O)(=O)c2ccccc21)S(=O)(=O)c1ccccc1	0.0	8	0.4	-1
C/C(=N\NC(=O)c1ccc(Br)cc1)c1ccc(O)cc1O	-0.3	-17	2.6	-2
CCOC(=O)C1=C(C)N=c2s/c(=C\c3cccc(Br)c3)c(=O)n2C1c1ccc(N(C)C)cc1 (centres undefined)	0.0	3	0.6	-3
